AI-2 QS mod = modulators of Vibrio harveyi AI-2 quorum sensing system; AID 2094; Vibrio harveyi JMH597 AI-2 luminescence/OD600 ratio, 9 h; hits give low values; strain lacks LuxN and CqsS sensors; 0 = neutral-control median; 300,000 compounds, 0.4% hits; activity change, % at 7.5 µM; in the data active = activity change below about -75%, passing the limit was not always enough;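 note: luminescence divided by OD600 gain over 9 h not by final OD600 alone; inactives centre near 13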
GSK3B inh = inhibitors of human GSK3beta kinase. 300,000 compounds, 0.038% hits. activity score (negative = inhibition), % at 10 µM. P49841. GST-GSK3beta kinase, ADP-Glo luminescence, 60 min; hits give low values;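 active = more than half of replicate wells score below -50%, meaning over 50% inhibition versus plate controls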;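 note: 0% = median DMSO wells and -100% = median GW8510 positive control wells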
Target sequence (P49841 whole entry, looked up): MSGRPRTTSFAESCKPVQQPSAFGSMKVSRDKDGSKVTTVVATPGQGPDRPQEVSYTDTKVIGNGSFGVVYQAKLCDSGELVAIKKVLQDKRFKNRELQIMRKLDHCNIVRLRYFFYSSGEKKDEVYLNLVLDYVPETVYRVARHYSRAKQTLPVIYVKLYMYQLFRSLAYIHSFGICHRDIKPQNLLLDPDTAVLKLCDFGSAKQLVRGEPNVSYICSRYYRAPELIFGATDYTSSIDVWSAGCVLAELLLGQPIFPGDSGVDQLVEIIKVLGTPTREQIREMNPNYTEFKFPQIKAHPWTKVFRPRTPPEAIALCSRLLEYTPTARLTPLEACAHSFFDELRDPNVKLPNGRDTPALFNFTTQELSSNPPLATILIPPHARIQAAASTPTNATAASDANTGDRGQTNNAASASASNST
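Test system – GST-tagged human GSK3beta kinase, cell-free · Incubation – 60 min enzyme reaction, room temperature · Signal – ADP-Glo luminescence · Also added – peptide substrate and ATP at 25 µM · Controls – DMSO neutral wells and GW8510 at 20 µM as positive · Buffer or medium – Tris/MgCl2 kinase buffer · Measure – Luminescence-derived activity versus plate DMSO and GW8510 wells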
KLF5 inhibitor = suppresses KLF5 promoter-driven expression; DLD-1 KLF5 promoter-luciferase reporter, luminescence; 290,000 compounds, 0.23% hits; inhibition, % at 5 µM;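 active = inhibition above a per-plate limit of that plate's mean compound inhibition plus 3 SD, cut at about 60% in these data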;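 note: 0% = DMSO wells and 100% = LY294002 at 200 µM; higher means less KLF5 promoter-driven luciferase light; inactives centre near -14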
HSP90 inh = inhibitors of HSP90 luciferase refolding in rabbit reticulocyte lysate; luciferase refolding luminescence, 3 h; inhibition, % at 5.6 µM; 290,000 compounds, 0.91% hits; AID 1789;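 active = inhibition above the screen-wide mean plus 3 SD, computed separately per campaign, cut at about 16% in these data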;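 note: 0% = DMSO wells and 100% = 60 µM geldanamycin wells; inhibitors lower the luminescence because luciferase stays unfolded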
IEC-6 tox = counter-screen for KLF5 inhibitors: cytotoxicity in IEC-6 cells. IEC-6 cytotoxicity, luminescence viability. inhibition, % at 5 µM. 290,000 compounds, 0.78% hits. AID 1825; in the data active = inhibition above about 22%;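 note: 0% = plate median of test compound wells and 100% = cytotoxic reference compound wells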
aSyn 5UTR inh = MLPCN primary screen, SNCA 5' untranslated region | alpha-synuclein 5'UTR reporter, inhibitor activity | 300,000 compounds, 0.82% hits | inhibition, % (tested at 7.5 µM) | AID 1813; in the data active = inhibition above about 60%;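 note: H4 neuroglioblastoma cells stably carrying SNCA 5'UTR luciferase fusion; 0% = DMSO wells and 100% = positive control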
HSF1 activator = increases HSF-1 driven luciferase reporter signal | activation, % at 9 µM | AID 504408 | 300,000 compounds, 1.7% hits | NIH3T3-HGL HSF-1 luciferase reporter, MG132, 8 h; 100% = twice DMSO control signal;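 active = mean replicate activation of at least 50% with a set share of replicates each reaching 50%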;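 note: 0% = median of the neutral control wells and 100% = twice that signal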
HSF1 inhib = HSF1 inhibition. NIH3T3-HGL HSE-luciferase, MG132-induced, luminescence 8 h; hits give low values. activity change, negative = inhibition, % at 7.5 µM (by protocol). 300,000 compounds, 0.77% hits. AID 2098;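 active = more than half of replicate wells show activity change below -50%, luminescence cut by over half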;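 note: luciferase reports HSF-1 transcriptional activity via heat shock element; 0% = median of DMSO wells and -100% = zero luminescence signal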
GSK3 alpha inh = inhibitors of human GSK-3 alpha kinase; ADP-Glo luminescence, 60 min; inhibition, % at 10 µM; 320,000 compounds, 0.1% hits; AID 2650;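 in the data active = inhibition above about 50%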;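 note: GST-tagged GSK-3 alpha with peptide substrate and 25 µM ATP; 0% = DMSO neutral wells and 100% = GW8510 positive control wells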
Target sequence (P49840 whole entry, looked up): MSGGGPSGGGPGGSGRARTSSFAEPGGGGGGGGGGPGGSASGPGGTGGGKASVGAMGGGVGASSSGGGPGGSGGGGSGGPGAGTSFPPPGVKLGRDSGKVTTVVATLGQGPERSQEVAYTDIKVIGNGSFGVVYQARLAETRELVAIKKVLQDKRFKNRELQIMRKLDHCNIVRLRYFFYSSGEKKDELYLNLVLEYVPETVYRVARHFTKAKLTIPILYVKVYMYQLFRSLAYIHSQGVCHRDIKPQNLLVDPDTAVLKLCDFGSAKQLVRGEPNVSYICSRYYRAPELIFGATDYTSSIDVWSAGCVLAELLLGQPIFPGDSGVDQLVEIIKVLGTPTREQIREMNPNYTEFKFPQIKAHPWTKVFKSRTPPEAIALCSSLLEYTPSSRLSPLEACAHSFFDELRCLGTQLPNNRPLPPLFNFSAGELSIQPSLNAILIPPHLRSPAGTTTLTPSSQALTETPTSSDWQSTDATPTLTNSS
PolyA inh = inhibitors of polyadenylation in S. cerevisiae | S. cerevisiae SKY197-pL101 polyadenylation reporter, beta-gal luminescence; efflux-impaired pdr1/pdr3 knockout yeast; score 100 = 6 SD above DMSO | calls only at 12 µM | AID 1875 | 300,000 compounds, 0.02% hits;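 active = lowest replicate activity score at least 50, where 100 means six control SD above control mean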;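 note: yeast exposed to compound for 9 h at 30 °C; higher score means more reporter readthrough which indicates perturbed polyadenylation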
An asterisk follows results filed as active; i = inactive; / = not tested or not shown.

SMILES	AI-2 QS mod	GSK3B inh	KLF5 inhibitor	HSP90 inh	IEC-6 tox	aSyn 5UTR inh	HSF1 activator	HSF1 inhib	GSK3 alpha inh	PolyA inh
CCc1nnc(NS(=O)(=O)c2ccc(N3C(=O)C4CC=C(Cl)CC4C3=O)cc2)s1 (stereo unspecified)	17.1	-1.4	-39.9	-0.6	-0.4	7.6	4.3	2.8	-4.5	i
COc1ccc(CN2CCC(CO)(CCOc3ccccc3)CC2)c(OC)c1C	38.9	-1.5	-49.4	0.4	7.0	-2.5	4.9	-7.7	1.3	i
CCOc1cc2[nH]c(=O)n(CCC(=O)NCCc3ccc(OC)c(OC)c3)c(=O)c2cc1OCC	12.9	-1.2	-9.1	6.2	5.4	-1.3	7.5	0.3	-0.5	i
Cc1ccc(NC(=O)CCNC(=O)c2ccc(Br)cc2)cc1S(=O)(=O)N1CCCCCC1	5.9	0.5	/	/	/	14.9	2.8	9.4	-1.4	i
O=C(CNS(=O)(=O)c1c(Cl)cccc1Cl)OCC(=O)c1ccc[nH]1	18.6	-2.1	3.4	-0.1	-8.3	-3.7	-6.3	-2.4	/	i
Cc1nnsc1C(=O)N/N=C/c1ccccc1Cl	8.1	1.4	-7.9	3.3	5.7	26.1	-5.4	-0.4	-1.6	i
Cc1c(C(=O)OC(C)C)[nH]c2c1C(=O)CC(C)(C)C2	27.8	-1.9	7.6	2.3	-5.7	10.8	5.1	4.3	-1.5	i
O=C(Nc1ccc(F)cc1F)c1c(C(F)(F)F)ccnc1Oc1ccc(Cl)cc1	1.8	-1.8	3.6	0.7	4.1	37.3	-28.7	-8.5	0.9	i
O=C(c1ccco1)N1CCN=C1SCc1cccc(F)c1	27.1	1.5	-33.2	2.8	-2.3	-13.5	9.1	1.9	-1.1	i
Cc1cc[n+](CC(=O)c2ccccc2)c2ccccc12	-5.7	0.8	-14.2	3.1	2.5	-12.6	-7.2	-10.2	2.2	i
Cc1cc(C)n(-c2ccc(C(=O)Nc3ccc(N4CCOCC4)cc3)cc2)n1	3.0	-2.8	2.9	0.2	4.2	-8.1	-6.1	-15.2	1.5	i
CCOC(=O)CSc1nc(=O)n2ccccc2n1	14.3	-0.3	-33.3	1.3	-0.4	-0.1	-5.4	0.6	-2.9	i
CSc1cc(-c2ccccc2)n(C)c(=O)c1C#N	16.9	2.5	-41.4	-5.6	0.9	-1.9	-41.2	-22.6	-0.7	i
O=C(CSCc1c(Cl)cccc1Cl)NN1C(=O)c2ccccc2C1=O	24.2	-4.6	-21.9	1.1	2.7	-0.4	13.6	-2.6	6.4	i
Cc1ccc(OCC(=O)Oc2cccc(C)c2)cc1	21.7	-6.7	/	/	/	-10.6	6.6	-1.4	-0.4	i
Cc1cccc(Cc2nnc(CCC(=O)NCc3cn4ccccc4n3)o2)c1	24.4	0.9	-0.1	0.9	0.2	-12.8	3.7	-3.3	7.7	i
CC(C)NC(=O)CN(C(=O)CCC(=O)Nc1nccs1)c1ccc(C(C)C)cc1	17.4	1.1	-68.8	-1.4	1.9	0.2	-3.9	-2.4	0.1	i
C[C@H]1CN=C(Nc2ccccc2)N1CCC1CCCC1	0.4	-7.0	-16.5	1.1	6.2	-4.2	-22.8	-8.9	-4.0	i
O=C(NC(CC(=O)N1CCCC(C(F)(F)F)C1)c1ccccc1)c1ccccc1Cl (stereo unspecified)	37.9	3.9	-0.7	-1.2	-4.5	-18.0	26.8	1.8	-2.8	i
CC(=O)Oc1c(C(=O)c2nnc(C)o2)c(=O)n(C)c2ccccc12	7.3	-2.9	-35.4	-3.2	-0.7	2.8	-4.3	-10.0	-1.5	i
COc1ccccc1NC(=O)Nc1ccccc1N1CCOCC1	2.4	1.3	-0.2	-0.4	-0.2	-0.8	9.5	3.4	-2.2	i
O=C(CSc1nc2ccccc2o1)N/N=C/c1ccc(C(=O)O)cc1	12.1	1.0	-23.0	6.0	3.8	3.1	-10.1	-1.3	7.1	i
O=C(CCSc1ccccc1)N1CCCC1	13.9	1.9	-82.8	-0.3	3.4	-80.2	40.9	18.2	0.7	i
COc1ccc(NC(=O)N2CCCC(c3nc(-c4ccc(F)cc4)no3)C2)cc1 (stereo unspecified)	22.5	2.8	-76.5	1.8	3.3	-0.3	38.2	2.9	-1.6	/
COc1ccc(C(c2nnnn2Cc2cccs2)N2CCN(c3ccccc3F)CC2)cc1OC (stereo unspecified)	14.7	2.9	2.5	-3.0	-3.2	6.2	-10.2	-0.4	0.4	i
COc1ccc2nc3cccc(OC)c3nc2c1	43.3	-4.8	-15.2	-2.2	3.1	-104.6	30.6	4.7	13.1	i
Cc1cc2c(cc1S(=O)(=O)Nc1c(C)cccc1C)n(C)c(=O)c(=O)n2C	13.5	2.7	-15.4	-5.9	-4.2	-3.8	-10.8	-3.2	-2.8	i
CCOC(=O)NCC(C)(C)CNC(=O)OCC	13.2	-2.0	0.1	-0.4	-5.2	0.1	0.0	3.0	-0.8	i
COc1cccc(NC(=S)NCCc2ccccn2)c1	5.6	-0.8	-26.0	2.1	-2.5	-13.9	19.9	13.1	7.9	i
Cc1ccc2c(CN(C)Cc3ccc(OC(F)F)cc3)cc(=O)oc2c1C	14.6	3.0	1.2	3.0	3.6	0.8	23.8	2.0	-0.3	i
NC(=O)c1ccc(Nc2ccc3nonc3c2[N+](=O)[O-])cc1	4.6	2.7	-33.0	-2.9	-2.2	3.9	-22.6	-2.5	3.0	i
COC(=O)CN1C(=O)C2(C(C#N)=C(N)Oc3ccccc32)C2=C1CC(C)(C)CC2=O (stereo unspecified)	12.8	3.1	-29.6	10.2	4.4	4.3	17.5	-4.1	-0.8	i
CCC(C)Sc1ccc([C@@H]2[C@@H]3C(=O)N(C)C(=O)[C@@H]3[C@]3(C(=O)OC)CCCCN23)cc1OC (stereo partly specified)	19.1	1.9	/	/	/	8.7	26.2	1.6	-1.5	i
CC(=O)Nc1ccc(NC(=O)C(C)Sc2n[nH]c(=O)n2Cc2ccccc2)cc1 (stereo unspecified)	16.3	-2.5	-8.5	-5.2	-2.6	12.1	8.2	-3.1	-1.5	i
CCN(CC)S(=O)(=O)c1ccc(-c2nnc(SCC(=O)Nc3ccc4c(c3)OCO4)o2)cc1	2.9	1.1	-9.6	-0.6	-1.2	-4.0	9.0	-3.6	-0.5	i
O=C(Nc1ccccc1)c1ccc(Br)c(S(=O)(=O)Nc2ccccn2)c1	12.3	0.2	-22.9	-3.2	3.6	11.2	18.8	-0.5	-1.4	i

Full records, quoted from the list. Values in the order: AI-2 QS mod	GSK3B inh	KLF5 inhibitor	HSP90 inh	IEC-6 tox	aSyn 5UTR inh	HSF1 activator	HSF1 inhib	GSK3 alpha inh	PolyA inh
COc1ccc(C(c2nnnn2Cc2cccs2)N2CCN(c3ccccc3F)CC2)cc1OC (stereo unspecified) as listed: 14.7	2.9	2.5	-3.0	-3.2	6.2	-10.2	-0.4	0.4	i
Cc1cc2c(cc1S(=O)(=O)Nc1c(C)cccc1C)n(C)c(=O)c(=O)n2C as listed: 13.5	2.7	-15.4	-5.9	-4.2	-3.8	-10.8	-3.2	-2.8	i

Next part
SMILES	AI-2 QS mod	GSK3B inh	KLF5 inhibitor	HSP90 inh	IEC-6 tox	aSyn 5UTR inh	HSF1 activator	HSF1 inhib	GSK3 alpha inh	PolyA inh
O=C1CCCN1CCC12CC3CC(CC(C3)C1)C2	11.7	-0.6	-26.9	-0.2	-0.5	-14.7	-1.2	2.5	-3.8	i
O=C(NCCc1ccccc1)c1nc2ncccn2n1	23.7	0.9	-51.4	-3.0	1.9	14.2	2.9	-1.9	2.3	i
CCn1c(CNc2ccc(Cl)cc2)nnc1SCC(=O)NCc1ccccc1	6.2	2.1	-6.5	0.5	-6.7	-26.2	60.2*	44.3	0.3	i
CC(Cc1cccs1)NC(=O)c1cccc(Cl)c1 (stereo unspecified)	5.6	-2.1	-45.7	-2.1	-9.0	-95.5	-0.5	6.7	-2.6	i
CCCC(C(=O)NCC1CCCO1)N(Cc1ccccc1)C(=O)CNS(=O)(=O)c1ccccc1 (stereo unspecified)	11.9	-0.1	0.1	-2.7	0.3	-0.4	-4.0	0.4	-1.0	i
Cc1ccc(N2CC(C)Cn3c2nc2c3c(=O)n(CC(=O)OCc3ccccc3)c(=O)n2C)cc1C (stereo unspecified)	4.8	-9.8	-23.8	1.1	3.7	1.1	-15.7	-1.5	-4.3	i
COC(=O)CSc1nc(SCc2ccccc2Cl)nc2c1CCCC2	10.1	-0.7	24.4	2.2	4.6	31.7	3.4	3.5	/	i
O=C(Cc1ccc(F)cc1)N1CCC2(CC1)NCCc1[nH]cnc12	45.1	-0.6	-44.6	-6.7	-4.2	5.3	29.2	11.4	-2.4	i
CCN(C(=S)NC(=O)CCc1ccccc1)c1ccccc1	22.5	0.1	13.4	3.0	12.2	-5.2	8.5	1.2	0.6	i
N#Cc1c(N)c(C(=O)c2ccc(Cl)cc2)n2c1CCC2	17.4	-0.7	8.7	-2.1	-7.9	32.1	2.1	-4.4	1.2	i
Cc1cc(C)nc(SCc2nnc(SCC(N)=O)o2)n1	3.9	0.9	0.5	1.3	-1.2	7.6	/	/	-1.3	i
Cn1c(-c2ccccc2)cnc1NCc1cc2c(cc1[N+](=O)[O-])OCO2	11.1	-1.1	6.4	-0.1	0.1	-37.9	8.1	-6.5	2.4	i
Cc1cccc(N2CN(Cc3ccco3)CNC2=S)c1	9.9	1.8	-24.1	-8.2	-6.6	8.5	34.1	2.2	2.9	i
Cn1cc(/C=C2\SC(=S)N(N3CCOCC3)C2=O)c2ccccc21	3.5	2.8	-12.1	-1.4	1.9	1.0	-4.5	-3.9	-3.6	i
O=C(Cc1ccccc1)N/N=C/c1ccccn1	3.7	-0.6	-10.6	1.9	7.2	-10.5	3.7	-2.0	0.5	i
Cc1ccc(OC(=S)Nc2ccc(O)cc2)cc1	/	/	-34.9	-0.8	-5.6	/	/	/	0.2	/
O=C(CCC1CCCN(C(=O)c2cccnc2)C1)NCc1ccccc1F (stereo unspecified)	1.3	2.3	-38.2	2.6	-0.3	-14.5	15.0	4.0	1.3	i
c1ccc2c(N3CCCCC3)nc(N3CCOCC3)nc2c1	12.3	-2.0	-7.5	-0.3	5.9	10.3	0.7	-4.2	0.2	i
CN(C)c1ccc(-c2n[nH]c(=S)n2-c2ccccc2)cc1	11.5	-0.3	-7.5	-2.1	-5.8	9.6	-9.9	-7.4	-10.5	i
O=S(Cc1ccc(Br)cc1)Cc1nnc(SCc2ccc(Cl)cc2)n1-c1ccccc1 (stereo unspecified)	3.4	0.5	-16.3	0.0	3.1	36.0	38.4	18.6	1.3	i
COC(=O)c1cc(-c2ccc(Cl)cc2)n(-c2ccc(S(N)(=O)=O)cc2)n1	11.5	5.7	-23.3	-1.8	-10.8	-18.9	-6.8	3.3	-1.8	i

Source: PubChem BioAssay

Some of the compounds tested; the hit share may differ from the screen's.
